APEX1 inh = qHTS Assay for Inhibitors of the Human Apurinic/apyrimidinic Endonuclease 1 (APE1); DNA repair nuclease/redox regulator APEX1 (Homo sapiens), P27695; recombinant APE1, TAMRA/BHQ-2 abasic DNA cleavage fluorescence; Potency, µM (top dose mostly 65.8 µM), without a hit: top-dose activity change, negative = inhibition, hits mostly inhibitors; actives 0.35% (n = 350,000);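 further: plate controls were vehicle for no effect and reference inhibitor for full effect; nearly all actives have a fitted effect of over 55% in size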
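Enzyme (0.75 nM final) and test compound are incubated 15 min at room temperature before adding 50 nM quenched THF abasic-site duplex. Cleavage dequenches TAMRA, followed at 525/598 nm over three reads one minute apart.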
POLH inh = qHTS for Inhibitors of Polymerase Eta; DNA polymerase eta (Homo sapiens), Q9Y253; recombinant Pol eta, fluorescent DNA replication assay; Potency, µM (series often up to 114 µM), inactives show at the top dose activity change, negative = inhibition, usual class: inhibitors; actives 1.2% (n = 390,000); AID 588591, 2011; further: on the % scale 0 is the no-effect control and ±100 the full control effect
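Fluorescent replication assay: 50 nM final substrate added after a 15 min room-temperature compound preincubation with 10 nM enzyme. Signal taken at 0 min and again at 10 min.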
Pol iota inh = qHTS for Inhibitors of Polymerase Iota. DNA polymerase iota (Homo sapiens), Q9UNA4. Pol iota fluorescent replication assay, 10 min. Potency, µM (doses to about 115 µM), without a hit: at the highest dose activity, negative = inhibition, actives largely listed as inhibitors. actives 1% (n = 390,000). AID 588590, 2011
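Pol iota at 10 nM preincubated 15 min with compounds at room temperature; reaction started with fluorescent substrate, 50 nM final. Fluorescence read kinetically at 0 and 10 min; buffer-only wells as negative control.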
BLM helicase inh = qHTS Assay for Inhibitors of Bloom's syndrome helicase (BLM); actives 0.2% (n = 350,000); AID 2528, 2010; recombinant BLM DNA unwinding, fluorescence dequenching; Potency, µM (doses to about 56.1 µM), without a hit: at the highest dose activity change, negative = inhibition, usual class: inhibitors;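 further: plate controls were vehicle for no effect and no enzyme for full effect; nearly all actives have a fitted effect of over 35% in size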
G9a inh = qHTS Assay for Inhibitors of Histone Lysine Methyltransferase G9a. Histone-lysine N-methyltransferase EHMT2 (Homo sapiens), Q96KQ7. G9a H3K9 monomethylation, AlphaScreen, 2 h. Potency, µM (titrated, usually from 102 µM), for inactives: top-dose activity, negative = inhibition, actives largely listed as inhibitors. actives 8.8% (n = 350,000); further: on the % scale 0 is the no-effect control and ±100 the full control effect; nearly all actives have a fitted effect of over 75% in size
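AlphaScreen detection with an anti-monomethyl H3K9 antibody quantified product after a 2 h room-temperature reaction containing 500 nM biotinylated H3K9 peptide, 20 µM SAM and 20 nM enzyme, which had been preincubated 15 min with compound.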
POLB inh = qHTS Assay for Inhibitors of DNA Polymerase Beta | Potency, µM (series often up to 114 µM), inactives show at the top dose activity change, negative = inhibition, usual class: inhibitors | AID 485314, 2010 | P06746 | actives 1.3% (n = 340,000) | Pol beta primer extension/strand displacement, fluorescence kinetic; further: on the % scale 0 is the no-effect control and ±100 the full control effect
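Reaction started by 50 nM substrate onto compound-treated Pol beta (10 nM, 15 min preincubation, room temperature); plates read at 0 min and 10 min. Normalized concentration-effect data fitted by four-parameter Hill equation.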
BAZ2B block = qHTS Assay for Inhibitors of BAZ2B; Bromodomain adjacent to zinc finger domain protein 2B (Homo sapiens), Q9UIF8; AlphaScreen BAZ2B-H3K14Ac peptide displacement; Potency, µM (doses to about 114 µM), without a hit: at the top dose activity change, negative = inhibition, most hits filed as inhibitors; actives 4.4% (n = 360,000); AID 504333, 2011; further: on the % scale 0 is the no-effect control and ±100 the full control effect; nearly all actives have a fitted effect of over 60% in size
Target sequence (Q9UIF8 whole entry, looked up, the tested form may be a part): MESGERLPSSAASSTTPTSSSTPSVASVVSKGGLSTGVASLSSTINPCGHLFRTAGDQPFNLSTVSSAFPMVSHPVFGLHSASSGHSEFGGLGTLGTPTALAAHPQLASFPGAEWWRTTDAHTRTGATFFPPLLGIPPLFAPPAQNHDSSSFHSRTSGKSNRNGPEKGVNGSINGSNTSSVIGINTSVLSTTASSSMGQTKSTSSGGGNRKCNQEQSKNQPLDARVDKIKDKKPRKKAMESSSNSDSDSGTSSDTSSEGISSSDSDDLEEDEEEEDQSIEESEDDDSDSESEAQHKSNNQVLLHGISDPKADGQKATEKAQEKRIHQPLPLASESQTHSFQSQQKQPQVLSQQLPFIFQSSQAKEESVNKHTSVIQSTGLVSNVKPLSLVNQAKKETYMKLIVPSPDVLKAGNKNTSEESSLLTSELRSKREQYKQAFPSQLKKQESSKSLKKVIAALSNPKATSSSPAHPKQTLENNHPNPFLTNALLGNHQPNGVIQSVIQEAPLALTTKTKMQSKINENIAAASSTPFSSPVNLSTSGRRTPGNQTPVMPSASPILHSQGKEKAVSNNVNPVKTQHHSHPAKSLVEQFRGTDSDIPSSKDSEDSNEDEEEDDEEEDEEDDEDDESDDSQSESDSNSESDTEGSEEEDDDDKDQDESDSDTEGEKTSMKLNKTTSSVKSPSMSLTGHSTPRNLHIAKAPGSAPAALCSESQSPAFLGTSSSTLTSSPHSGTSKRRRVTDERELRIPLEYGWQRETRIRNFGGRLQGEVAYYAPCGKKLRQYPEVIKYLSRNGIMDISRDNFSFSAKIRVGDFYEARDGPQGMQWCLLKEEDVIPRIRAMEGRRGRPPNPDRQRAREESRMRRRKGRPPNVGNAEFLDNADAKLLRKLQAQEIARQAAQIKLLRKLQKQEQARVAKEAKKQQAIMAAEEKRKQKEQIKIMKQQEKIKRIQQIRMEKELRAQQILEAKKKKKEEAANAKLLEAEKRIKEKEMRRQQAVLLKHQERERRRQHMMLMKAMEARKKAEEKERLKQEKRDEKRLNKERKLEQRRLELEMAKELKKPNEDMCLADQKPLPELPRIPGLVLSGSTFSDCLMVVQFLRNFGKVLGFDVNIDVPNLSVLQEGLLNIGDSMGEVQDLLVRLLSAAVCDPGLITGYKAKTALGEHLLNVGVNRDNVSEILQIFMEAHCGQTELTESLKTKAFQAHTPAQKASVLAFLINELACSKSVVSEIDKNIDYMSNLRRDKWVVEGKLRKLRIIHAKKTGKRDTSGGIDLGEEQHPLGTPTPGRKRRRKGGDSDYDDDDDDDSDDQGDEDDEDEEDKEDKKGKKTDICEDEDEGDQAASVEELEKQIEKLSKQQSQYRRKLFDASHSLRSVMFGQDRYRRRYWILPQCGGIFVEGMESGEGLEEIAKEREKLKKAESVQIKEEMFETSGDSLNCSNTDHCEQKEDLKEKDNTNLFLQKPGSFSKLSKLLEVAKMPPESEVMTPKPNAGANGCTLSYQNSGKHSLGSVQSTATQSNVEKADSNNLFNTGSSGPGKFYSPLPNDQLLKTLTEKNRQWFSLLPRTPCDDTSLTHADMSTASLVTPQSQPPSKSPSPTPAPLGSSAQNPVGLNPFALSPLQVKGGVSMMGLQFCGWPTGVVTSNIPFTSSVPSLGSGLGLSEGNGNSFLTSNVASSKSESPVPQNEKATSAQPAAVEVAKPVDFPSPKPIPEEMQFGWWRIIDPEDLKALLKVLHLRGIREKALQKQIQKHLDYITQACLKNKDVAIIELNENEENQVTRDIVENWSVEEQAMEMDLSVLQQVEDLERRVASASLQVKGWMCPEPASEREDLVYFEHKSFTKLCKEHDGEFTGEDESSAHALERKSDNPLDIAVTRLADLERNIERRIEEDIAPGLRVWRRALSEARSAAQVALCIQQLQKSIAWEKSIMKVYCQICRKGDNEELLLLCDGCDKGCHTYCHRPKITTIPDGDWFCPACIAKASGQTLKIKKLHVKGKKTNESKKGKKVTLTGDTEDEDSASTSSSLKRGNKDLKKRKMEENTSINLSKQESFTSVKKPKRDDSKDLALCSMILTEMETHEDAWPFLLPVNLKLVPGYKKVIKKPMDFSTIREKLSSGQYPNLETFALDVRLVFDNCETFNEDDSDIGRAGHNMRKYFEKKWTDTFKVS
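Protein-peptide AlphaScreen: BAZ2B 50 nM, b-H3K14Ac 50 nM, 1x PBS pH 7.4 + 0.01% Tween-20. Preincubation 30 min RT; cpd 30 min RT (top 110 uM); beads 20 min RT, light-protected.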
Pol kappa inh = qHTS for Inhibitors of Polymerase Kappa; DNA polymerase kappa (Homo sapiens), Q9UBT6; purified Pol kappa, fluorescent DNA synthesis assay, 10 min; Potency, µM (titrated, usually from 107 µM), inactives show top-dose activity, negative = inhibition, most hits filed as inhibitors; actives 0.53% (n = 400,000); AID 588579, 2011; further: on the % scale 0 is the no-effect control and ±100 the full control effect
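Kinetic fluorescence screen: compound preincubated 15 min RT with 10 nM enzyme; 50 nM substrate (final) initiates; reads at 0/10 min.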
JMJD2A Tudor inh = qHTS Assay for Inhibitors of JMJD2A-Tudor Domain; actives 4.4% (n = 390,000); AlphaScreen JMJD2A-Tudor / H3K4me3 peptide binding; AID 504339, 2011; Potency, µM (highest dose often 114 µM), for inactives: at the highest dose activity change, negative = inhibition, hits mostly inhibitors; Lysine-specific demethylase 4A (Homo sapiens), O75164; further: on the % scale 0 is the no-effect control and ±100 the full control effect; nearly all actives have a fitted effect of over 50% in size
Starred values were filed as active, the others as inactive; ? = inconclusive; · = not tested or not shown; [ ] = another dose, or the depositor's remark. The call rests on the fitted dose curve; in most records, active means well fitted curve in the direction sought with a large enough effect; inconclusive means small, poorly fitted or top-dose-only effect, or another doubt; inactive means no such curve, though single readings can be large; an effect the other way counts as inactive or inconclusive. Potency means the concentration at half of the fitted maximal effect. Not all compounds are listed; rates above refer to the full screens.

The line under a structure holds: APEX1 inh	POLH inh	Pol iota inh	BLM helicase inh	G9a inh	POLB inh	BAZ2B block	Pol kappa inh	JMJD2A Tudor inh
O=[N+]([O-])c1cc2c(cc1/C=N/NS(=O)(=O)c1ccc(Br)cc1)OCO2
  -1%	?	55%[activator]	-1%	11µM*	3%	-37%	-30%	2%[11.4 µM]
Nn1c(SCC(=O)NCc2ccccc2)nncc1=O
  -1%	-15%	-3%	3%	0%	-6%	-1%	-23%	-31%
Brc1ccc(OCc2cn3ccccc3n2)cc1
  6%	-13%	-2%	-3%	-25%	1%	-33%	11%	-14%
CCCCCCNC(=O)CCNS(=O)(=O)c1ccc(C)cc1
  4%	-8%	21%	0%	39%	4%	2%	1%	-4%
COc1cccc(OCCCn2c(-c3ccc(Cl)cc3)nc3ccccc3c2=O)c1
  ·	-13%	-12%	-4%	53%[activator][59 µM]	9%	71%[activator]	-22%	53%[activator]
CCCn1nc(C(=O)NNC(=O)Cc2ccc(S(=O)(=O)N3CCOCC3)s2)c2ccccc2c1=O
  3%	-9%	-2%	·	4%	·	27%	-17%	-8%
Cc1nnc(SCC(=O)Nc2ccc3c(c2)COC3=O)n1-c1ccccc1
  -4%	-5%	22%	3%	22%[59 µM]	11%	-6%	4%	-13%
COc1cc(C(=O)Nc2ccc(S(=O)(=O)N3CCCCC3C)cc2)cc(OC)c1OC (stereo not given)
  -4%	-17%	-3%	-15%	4%[59 µM]	0%	-4%	-10%	-36%
Cc1ccc(C(=O)NCCc2nnc3ccc(NCc4ccc5c(c4)OCO5)nn23)cc1
  34%	3%	?	-10%	5%	-20%	?	-5%	-4%
O=C1CCCN1CC(O)CS(=O)(=O)Cc1ccc(Cl)cc1Cl (stereo not given)
  -3%	-20%	3%	0%	1%[2.33 µM]	13%	9%	-14%	-9%
CCC(C)[C@H](NC(=O)N1CCn2c1nc1ccccc12)C(=O)NCCc1ccccc1 (stereo not given in full)
  38%	-23%	12%	-4%	18%	-11%	-18%	-2%	-9%
CC(C)c1ccc2occ(CC(=O)Nc3ccccc3Cl)c2c1
  ·	-9%	3%	-4%	49%[59 µM]	1%	45%[activator]	-22%	139%[activator]
CCCN1CCC(N(C)CCc2ccc(OC)c(OC)c2)CC1
  13%	-1%	14%	-1%	?	6%	·	-6%[60.1 µM]	-5%
Cc1ccc(SC[C@H](CC(C)C)N2CCN(C)CCC2=O)cc1
  4%	-2%	12%	0%	1%[12.7 µM]	4%	0%	3%	-1%
CCOc1ccc(NC(=O)C2CCN(c3nnnn3-c3ccccc3)CC2)cc1
  0%	-9%	25%	1%	-10%[59 µM]	0%	7%	-6%	-13%
Cc1ccc(C)c(NC(=O)CN(C)C(=O)CN2C(=O)NC3(CCc4ccccc43)C2=O)c1 (stereo not given)
  9%	-20%	17%	·	-10%[2.33 µM]	·	5%	1%	-9%
CCSC1=C(C#N)C(c2cccc(O)c2)CC(=O)N1 (stereo not given)
  10%	-5%	-15%	-2%	-18%	20%	-4%	-13%	-24%
COc1cc(C(=O)NCC(=O)OCCN2C(=O)c3ccccc3C2=O)cc(OC)c1OC
  -3%	-9%	-12%	-2%	11%	6%	-9%	-3%	1%
CCS(=O)(=O)Nc1ccc(-c2cn3c(C)csc3n2)cc1
  ·	-4%	3%	-1%	-6%[59 µM]	20%	-16%	-5%[60.1 µM]	-14%
CCC(C)Nc1nc2c(c(=O)n(C)c(=O)n2C)n1Cc1ccc(F)cc1 (stereo not given)
  -1%	-11%	15%	-1%	9%[12.7 µM]	16%	-4%	-5%	-11%
Cc1cc(C)c2c(N)c3ccccc3nc2n1
  ?	-15%	14µM*	105%[activator]	50µM*	25µM*	2%	-31%	2%
O=C(Nc1cc(C(=O)N2CCCC2)ccc1N1CCCC1)c1ccccc1
  3%	-4%	9%	2%	?	-8%	-4%	0%	-5%
COC(=O)C1CCN(S(=O)(=O)CCNC(=O)c2ccc3c(c2)OCO3)CC1
  8%	-13%	3%	·	12%[0.501 µM]	·	-2%	2%	3%
CC(C)(C)n1c(O)c2ccc(C(=O)N=NC(=O)c3ccccc3)cc2c1O
  53%[activator]	-3%	-12%	-2%	37%	?	-27%	-8%	0%
CC(=O)c1ccc(S(=O)(=O)Nc2ccc(-c3ccc4nnc(C)n4n3)cc2)cc1
  ?	20µM*	-86%	-18%	-35%	28µM*	71µM*	?	-35%
Clc1ccc(-c2cnc3n2CCC3)cc1
  0%	-15%	-11%	-1%	·	1%	-38%	1%	-22%
Cc1ccc(C)c(NC(=S)NC23CN4CN(CN(C4)C2)C3)c1
  9%	-20%	123%[activator]	-5%	-36%	-17%	-17%	4%	-17%
NS(=O)(=O)c1cccc(NC(=O)CSc2nc3ccccc3n2-c2ccccc2)c1
  2%	-25%	120%[activator]	-5%	-9%[59 µM]	7%	-16%	-9%	-25%
COc1ccc(CC(=O)OCC(=O)Nc2cccnc2Cl)cc1OC
  7%	-17%	154%[activator]	-2%	5%	0%	-22%	3%	-5%
CSc1cccc(NC(=O)/C=C/c2ccccc2)c1
  9%	-19%	2%	-10%	-13%[59 µM]	-13%	-34%	-16%	-2%
CCc1ccc(NC(=O)C2=CC(c3ccc(OC)cc3)=NS(=O)(=O)N2C)cc1
  -11%	-13%	?	-13%	·	-3%	?	-7%	?
CCCc1oc2ccc(NS(=O)(=O)c3ccc(OCC)cc3)cc2c1C(=O)OCC
  ·	-13%	-14%	-16%	6%[59 µM]	-15%	-3%	3%	-8%
CC(=O)Nc1ccc(OCC(=O)NCCc2ccccc2)cc1
  -4%	-19%	37%[activator]	-9%	17%	-3%	5%	-2%	-13%
O=C(COC(=O)/C=C/c1cccc(F)c1)Nc1ncccn1
  -6%	28µM*	50µM*	-1%	71µM*	-27%	56µM*	?	?
Cc1occc1C(=O)Nc1ccccc1C#N
  6%	-7%	-3%	2%	·	16%	1%	-4%	-10%
Cc1cc(C)c[n+](-c2nc3ccccc3nc2[N-]S(=O)(=O)c2cccs2)c1
  3%	-21%	19%	1%	17%[59 µM]	8%	-3%	0%	0%
CCC(Oc1ccc(C)cc1)C(=O)Nc1ccccc1C(=O)N1CCOCC1 (stereo not given)
  7%	-16%	28%	1%	?	25%	1%	-12%	-3%
CC(=O)Nc1cccc(N/C(N)=N/c2nc(C)cc(C)n2)c1
  0%	0%	1%	113%[activator]	12%	-12%	4%	-20%	-6%
O=C(OCC(=O)N1CCN(S(=O)(=O)c2ccc(Cl)cc2)CC1)C1CC1
  -9%	0%	-2%	·	2%[59 µM]	·	3%	1%	8%
CCCCN(C)CCCNC(=O)Cn1ncc2c3ccccc3n(Cc3cc(C)ccc3C)c2c1=O
  ·	10%	-14%	-10%	-12%[59 µM]	10%	?	2%	-29%
Cn1cc(CCC(=O)N2CCCC(C(=O)c3cccc4ccccc34)C2)cn1 (stereo not given)
  17%	-2%	66%[activator]	5%	-25%[12.7 µM]	26%	-36%	-4%	-30%
O=C(NC(Cc1ccccc1)C(=O)O)c1cccnc1Cl (stereo not given)
  7%	-20%	32%[activator]	-3%	-6%	50%	1%	0%	-15%
COc1nc(-c2ccccc2)ncc1S(=O)(=O)c1ccccc1
  -1%	-10%	-1%	-9%	53%[activator]	-28%	25%	-9%	48%[activator]
CN(C)C(=O)N1CCN(S(=O)(=O)c2ccc3ccccc3c2)CC1
  8%	2%	-5%	-6%	15%[59 µM]	-23%	-19%	-2%	-12%
C=CCn1c(SC(C)C(=O)Nc2ccc(F)c(F)c2F)nnc1C1CC1 (stereo not given)
  2%	1%	-2%	·	7%	·	12%	-2%	-8%
O=C1C2C3C=CC(C4CC34)C2C(=O)N1/N=C/c1ccc(-c2ccc([N+](=O)[O-])cc2)o1 (stereo not given)
  8%	-7%	54%[activator]	-7%	4%[59 µM]	-14%	-12%	-1%	-1%
COCCNC(=O)CSc1nc2ccc(N3CCOCC3)cc2c(=O)n1CCc1ccccc1
  10%	-1%	7%	-5%	-4%[12.7 µM]	9%	-4%	-4%	-13%
COCCCNC(=O)Cn1c(=O)n(CC(=O)N2CCCCC2)c(=O)c2sccc21
  -10%	-13%	-11%	-3%	·	36%[activator]	-2%	-14%	3%
CN1CCN(S(=O)(=O)c2ccc(SCCOc3ccccc3)nc2)CC1
  3%	-11%	8%	-7%	2%[59 µM]	3%	·	-5%	-32%
CCOC(=O)c1cn(CC)c2ccc(S(=O)(=O)N3CCC(C)CC3)cc2c1=O
  2%	-3%	0%	-4%	12%[59 µM]	0%	8%	-2%	-11%
CCOC(=O)Cc1cnc(NC(=O)CSc2nc(C(C)C)cc(=O)[nH]2)s1
  -9%	0%	25%	-4%	20%	0%	?	-14%	-8%
CCNc1ccc2noc3c2c1C(=O)c1ccccc1-3
  3.2µM*	?	28µM*	25µM*	?	20µM*	32µM*	25µM*	?

An excerpt from above in order of the Pol kappa inh value, high to low:
smiles | APEX1 inh | POLH inh | Pol iota inh | BLM helicase inh | G9a inh | BAZ2B block | Pol kappa inh | JMJD2A Tudor inh
O=C1C2C3C=CC(C4CC34)C2C(=O)N1/N=C/c1ccc(-c2ccc([N+](=O)[O-])cc2)o1 (stereo not given) | 8% | -7% | 54%[activator] | -7% | 4%[59 µM] | -12% | -1% | -1%
CCOC(=O)c1cn(CC)c2ccc(S(=O)(=O)N3CCC(C)CC3)cc2c1=O | 2% | -3% | 0% | -4% | 12%[59 µM] | 8% | -2% | -11%
CN1CCN(S(=O)(=O)c2ccc(SCCOc3ccccc3)nc2)CC1 | 3% | -11% | 8% | -7% | 2%[59 µM] | · | -5% | -32%
COCCCNC(=O)Cn1c(=O)n(CC(=O)N2CCCCC2)c(=O)c2sccc21 | -10% | -13% | -11% | -3% | · | -2% | -14% | 3%

Compound activity as filed in PubChem BioAssay.
